Assay outcomes: PubChem BioAssay, several laboratories
SIAE inh: human SIAE inhibitors, primary screen, biochemical, fluorescence polarization, FP-Rh probe, 1536-well HTS | AID 1053197, 2014 | inhibition, % at 9.66 µM | actives 0.69% (n = 370,000) | SIAE FP-Rh probe binding | Sialate O-acetylesterase (Homo sapiens), Q9HAT2;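 active = inhibition above a cutoff: mean of compounds within the control limits plus 3 SD of those, cut at about 17% in these data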;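 note: 0% = plate median of compound wells and 100% = probe without SIAE protein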
mABHD4 FP: ABHD4 inhibitors, primary screen, biochemical, fluorescence polarization, mouse. (Lyso)-N-acylphosphatidylethanolamine lipase (Mus musculus), Q8VD66. inhibition, % at 8.92 µM. purified mABHD4, FP-Rh probe fluorescence polarization. actives 0.54% (n = 370,000);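 active = inhibition exceeding the mean over every tested compound plus 3 SD, cut at about 30% in these data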;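 note: 0% = plate median of compound wells and 100% = S159A mutant with DMSO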
Target sequence (Q8VD66 whole entry, looked up): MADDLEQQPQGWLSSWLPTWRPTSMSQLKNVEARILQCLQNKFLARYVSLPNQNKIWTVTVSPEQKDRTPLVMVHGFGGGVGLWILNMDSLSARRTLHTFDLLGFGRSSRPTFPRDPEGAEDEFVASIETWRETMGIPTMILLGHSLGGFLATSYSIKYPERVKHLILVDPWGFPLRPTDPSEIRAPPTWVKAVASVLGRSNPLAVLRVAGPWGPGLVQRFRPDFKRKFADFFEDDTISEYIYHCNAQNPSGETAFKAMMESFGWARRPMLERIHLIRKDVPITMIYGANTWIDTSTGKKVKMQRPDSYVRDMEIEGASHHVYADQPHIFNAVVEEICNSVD
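System: mouse ABHD4 enzyme, wild type / Medium: HEPES pH 7.0, NaCl, Pluronic buffer / Reagent: FP-Rh activity-based fluorescent probe / Control set: S159A mutant high control, sample median low control / Detection: fluorescence polarization with parallel and perpendicular emission, 525/598 nm / Schedule: 45 min + 60 min at 25 °C / Compound dosing: 8.92 µM, single dose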
PRMT1 inh: PRMT1 methyltransferase inhibitors, primary screen, biochemical, fluorescence polarization; Protein arginine N-methyltransferase 1 (Homo sapiens), Q99873; recombinant PRMT1, activity-based probe fluorescence polarization; inhibition, % at 2.79 µM; actives 1.3% (n = 370,000); AID 652257, 2013;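 active = inhibition above about 21% made by adding two undisclosed values, limit read from the data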
NR1D1 modulator: modulators of Rev-erb alpha DNA binding, primary screen, biochemical, FITC-DNA, fluorescence polarization, uHTS. actives 0.79% (n = 370,000). AID 1259318, 2017. activity, % at 10 µM. Rev-erbα–FITC-DNA binding, 90 min. Nuclear receptor subfamily 1 group D member 1 (Homo sapiens), P20393;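 active = activity above about 14%, limit read from the data; passing the limit was not always enough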;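 note: 0% = DMSO wells with 35 nM protein and 100% = DMSO wells with 750 nM protein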
Target sequence (P20393 whole entry, looked up): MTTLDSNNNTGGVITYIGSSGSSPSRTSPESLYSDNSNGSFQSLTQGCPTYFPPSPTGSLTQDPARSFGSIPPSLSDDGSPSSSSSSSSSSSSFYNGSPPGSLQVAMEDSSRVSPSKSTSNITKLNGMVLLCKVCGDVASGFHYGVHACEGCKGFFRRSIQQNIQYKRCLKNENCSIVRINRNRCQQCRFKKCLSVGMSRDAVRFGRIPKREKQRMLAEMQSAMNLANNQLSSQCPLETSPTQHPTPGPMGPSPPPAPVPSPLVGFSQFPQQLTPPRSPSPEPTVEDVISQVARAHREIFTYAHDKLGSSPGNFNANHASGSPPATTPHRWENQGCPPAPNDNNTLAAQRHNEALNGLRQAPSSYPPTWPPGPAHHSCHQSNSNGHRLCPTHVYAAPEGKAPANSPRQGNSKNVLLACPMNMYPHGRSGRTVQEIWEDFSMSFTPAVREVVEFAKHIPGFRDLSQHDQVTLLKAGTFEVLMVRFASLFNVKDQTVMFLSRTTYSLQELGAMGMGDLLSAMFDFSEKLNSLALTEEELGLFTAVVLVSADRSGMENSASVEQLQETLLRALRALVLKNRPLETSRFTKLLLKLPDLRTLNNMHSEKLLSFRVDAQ
PG9 Ab binder: binders of HIV-1 gp120 antibody PG9, primary screen, biochemical, TR-FRET. HIV-1 gp120 / PG9 antibody interaction. TR-FRET gp120-PG9 antibody binding. inhibition, % at 6.7 µM. actives 0.43% (n = 360,000). AID 624416, 2012; in the data active = inhibition above about 8.5%
TCR-CD3 inh: inhibitors of human TCR-CD3 interaction, primary screen, biochemical, fluorescence, TAMRA-labeled TCR probe. T-cell receptor (TCR). inhibition, % at 9.4 µM. actives 0.37% (n = 360,000). AID 651800, 2012; in the data active = inhibition above about 19%;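 note: recombinant mutant TCR 2C K166C tagged with TAMRA read by polarization; 0% = receptor in buffer alone and 100% = receptor with positive control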
HTRA1 inh: HTRA1 serine protease inhibitors, primary screen, biochemical, fluorescence polarization, HTS | Q92743 | recombinant HTRA1, FP-rhodamine activity-based probe | inhibition, % at 5.96 µM | actives 0.5% (n = 340,000) | AID 504803, 2011; in the data active = inhibition above about 36%;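 note: 0% = enzyme with DMSO and 100% = wells lacking enzyme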
rCAG RNA binder: binders of r(CAG) RNA repeats, primary screen, biochemical, fluorescence. r(CAG) RNA repeat, TO-PRO-1 dye displacement fluorescence. inhibition, % at 3 µM. actives 1.3% (n = 370,000);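 active = inhibition above the plate cutoff, the mean of all test compounds on that plate plus 3 SD, cut at about 35% in these data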;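 note: 0% = DMSO alone and 100% = 100 µM mitoxantrone as full dye displacement; higher means more dye released from RNA so lower well fluorescence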
TDP2 inh: human TDP2 enzyme inhibitors, primary screen, biochemical, epi absorbance, recombinant enzyme; T5PNP hydrolysis, p-nitrophenol absorbance 415 nm; inhibition, % at 12.8 µM; actives 0.34% (n = 370,000); AID 720702, 2013;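 active = inhibition above the mean of all tested compounds plus 3 SD, set per campaign, cut at about 25% in these data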;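 note: 0% = DMSO with enzyme and 100% = buffer with substrate but no TDP2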
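System – recombinant human TDP2 · Quantity – TDP2 enzyme at 120 nM final · Doses – single concentration, 12.8 µM nominal, with 1% DMSO · Incubation – 2 h at 37 °C · Measured by – epi absorbance of p-nitrophenol freed from T5PNP by hydrolysis · Read-out – % inhibition relative to enzyme-containing and enzyme-free wells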
LEDGF integ inh: blockers of LEDGF/p75-dependent integrase strand transfer – biochemical, TR-FRET, high throughput, primary screen. inhibition, % at 3.7 µM. actives 0.64% (n = 370,000). HIV-1 integrase (with human LEDGF/p75). TR-FRET IN-LEDGF/p75 DNA integration, Eu/Cy5;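 active = inhibition above the screen-wide mean plus 3 SD, cut at about 13% in these data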;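 note: signal is the Cy5 over europium emission ratio at 671 and 618 nm; 0% = plate median of compound wells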
Active calls of the source: *; . = not tested or not shown. These rows are one share of the data; count on the stated rates, not on these rows.

SMILES	SIAE inh	mABHD4 FP	PRMT1 inh	NR1D1 modulator	PG9 Ab binder	TCR-CD3 inh	HTRA1 inh	rCAG RNA binder	TDP2 inh	LEDGF integ inh
OC(C1=CC(=Cc2ccncc2)c2ccccc21)c1ccncc1 (configuration not stated)	4	6	3	-5	-5.7	7	-2	7	3	1
CC(=O)c1ccc(NC(=O)C[n+]2ccccc2)cc1	-2	-1	5	3	0.5	2	0	-4	-1	0
CCOC(=O)C1CCCN1C(=O)C1(NC(C)=O)CCCC1 (configuration not stated)	1	1	2	-1	0.5	0	-2	3	3	-3
Cc1ccccc1CN1C[C@@H]2C[C@@H](c3cn[nH]c3-c3ccccc3)N3CCC[C@@]23C1=O	2	-4	-2	0	-1.5	1	-7	2	12	0
CC(C)NC(=O)c1cc2c(=O)n3ccccc3nc2s1	-14	-13	8	0	-0.7	1	11	1	0	4
CCc1ccc(S(=O)(=O)NCc2cn3c(C)csc3n2)s1	2	9	-2	-2	1.2	4	4	5	6	-1
CCN(C(=O)c1cccc2c1-c1ccccc1C2=O)c1ccccc1	6	-2	2	1	.	.	.	7	4	1
NC(=O)CC(NC(=O)Cc1ccc(Br)cc1)c1ccc(NCCOc2ccccc2)c([N+](=O)[O-])c1 (configuration not stated)	-10	0	-1	0	0.7	2	-5	8	1	0
CSCC[C@H](NC(=O)CCNC(C)=O)c1nc2ccccc2[nH]1	-1	7	-2	3	1.1	1	0	-1	12	3
COCC(=O)N1C[C@H]2CON(C)[C@H]2C[C@H]1c1cccc(-c2ccccc2)c1	-1	0	3	2	-0.5	-6	7	2	-4	-5
CCCC(=O)N1CCN(c2ccc(NC(=O)c3ccco3)cc2)CC1	3	0	-2	-2	-4.2	5	-1	-5	-6	-2
CCCN1C(=O)c2ccccc2NC1c1ccc(OC)cc1OC (configuration not stated)	-7	-13	0	8	0.1	-7	-1	2	-18	3
CC(C)CCNC(=O)COC(=O)c1ccc(Br)o1	5	4	0	0	-0.7	8	3	-6	4	2
Cc1c(C(=O)C(=O)NCCCn2ccnc2)c2ccccc2n1C	-1	5	2	-4	0.6	2	6	-1	-2	-6
COc1ccc(OCCNC(=O)c2ccccc2OCC(=O)Nc2ccc(NC(C)=O)cc2)cc1	0	4	0	-5	-0.3	5	-5	0	11	3
CC(NC(=O)Nc1cccc(F)c1)c1ccc2c(c1)OCO2 (configuration not stated)	0	-4	3	-2	-1.5	0	-6	-1	-7	-3
CCc1nnc(NC(=O)c2ccc(-c3cc(C(F)(F)F)ccc3Cl)o2)s1	-5	6	-2	10	-0.9	6	6	2	11	0
CC(C)Cc1cc(C(=O)N2CCCC(CO)(Cc3ccc(F)cc3F)C2)n[nH]1 (configuration not stated)	-4	6	1	-1	-2.0	3	-7	-8	6	-2
Cc1ccccc1-c1nc(CN2CCC(C(=O)NCc3cccs3)CC2)c(C)o1	1	2	-1	-1	0.6	-3	4	-10	9	-1
CC(C)OC(=O)CC1=NC(=O)CS1	-2	-10	3	1	3.0	0	6	6	0	2
COc1ccc(C(=O)C2CCCN(Cc3ccc(C#CCCO)cc3)C2)c(OC)c1 (configuration not stated)	3	-6	-1	-2	-0.6	0	-2	-9	-4	-1
CCC(=O)Nc1cc(C(=O)O)ccc1Sc1ccc(C)cc1	-4	4	3	-5	0.2	-6	7	6	-2	-3
Cc1csc2nc(COC(=O)c3cccc(N(C)C)c3)cc(=O)n12	0	7	6	-6	-0.4	-4	-5	9	12	0
O=C(O)c1ccccc1NS(=O)(=O)c1cccc(C(F)(F)F)c1	-1	3	-3	-2	-0.3	8	-6	15	12	-3
CC(C)(C)c1cc(/C=N/O)cc(C(C)(C)C)c1O	1	-14	-1	10	0.0	3	-11	-4	-3	-1
COc1cc(/C=N/NC(=O)C(=O)/C=C2\NC(C)(C)Cc3ccccc32)ccc1O	0	9	-2	-3	0.9	26*	8	4	-4	-2
O=c1[nH]c(CSc2nnc(-c3ccccc3)n2C2CCCCC2)nc2ccccc12	4	1	-1	5	-0.7	7	10	-1	7	0
C=CCOc1ccc(C2NC(=O)NC(C)=C2C(=O)OC)cc1 (configuration not stated)	-2	-3	1	-2	-0.1	6	-9	8	-4	3
COC(=O)N(C)c1nc2ccccc2s1	-2	-8	1	-1	-0.7	-4	8	3	-9	2
Cc1c(Cl)c([N+](=O)[O-])nn1CCCC(=O)Nc1c(Cl)cccc1Cl	6	7	4	3	2.3	-2	2	-2	5	-1
CCCC(C(=O)NC1CCCC1)N(C(=O)c1snc(C(N)=O)c1N)c1ccc(OCC)cc1 (configuration not stated)	0	1	-2	3	-0.6	-2	-4	-7	-3	4
CCc1nc2ccc(C(=O)N(CC)CCN(C)C)cn2c1N(C)Cc1cccs1	-3	3	3	-2	-1.1	-1	.	-1	12	1
CC(=O)N1CCc2c(sc(NC(=O)CCS(=O)(=O)c3ccccc3)c2C#N)C1	0	-5	0	3	-3.1	0	-1	-3	7	2
Cc1cc(OC(=O)c2cccc(Br)c2)c([N+](=O)[O-])c(=O)[nH]1	7	8	-2	0	-0.9	2	0	1	0	3
CCOC(=O)C1CCN(C(=O)c2ccc(S(=O)(=O)Nc3ccccc3Cl)cc2)CC1	8	1	0	2	1.0	-11	3	7	10	-3
Cc1n[nH]c(=O)n1-c1ccc(Oc2ccccc2)cc1	3	1	0	-5	-0.8	4	29	-2	6	0
Cn1cnnc1SCC(=O)Nc1ccc2ccccc2c1	4	1	-2	-1	0.1	6	-1	0	2	-5
C[C@@H]1O[C@@H](O[C@H]2[C@H](Oc3cc(O)c4c(c3)OC(c3ccc(O)cc3)CC4=O)O[C@H](CO)[C@@H](O)[C@@H]2O)[C@H](O)[C@H](O)[C@H]1O (some centres not stated)	4	0	-2	-3	-0.6	7	-3	2	6	-1
COc1ccc(NC(=O)c2c3c(nc4ccccc24)CCC3)cc1S(=O)(=O)N1CCOCC1	6	14	3	-10	-3.3	7	7	24	4	9
N#Cc1ccccc1NC(=O)COC(=O)C1CCN(C(=O)c2ccc(Cl)cc2)CC1	1	0	-3	2	-0.4	0	6	-1	6	2
CS(=O)(=O)c1cccc(-c2ccc3nncn3c2)c1	-4	-13	7	2	-0.5	-6	.	2	-4	-2
O=P(O)(Cc1ccccc1)c1ccccc1	2	-2	-3	2	-3.0	-1	2	0	-6	9
Cc1cccc(S(=O)(=O)N(C)C[C@H]2OCc3cnnn3CCCC(=O)N([C@H](C)CO)C[C@H]2C)c1	-2	-1	-3	3	-1.4	1	1	2	-11	0
Cc1c(C(=O)OCC(=O)NCc2ccccc2)oc2ccccc12	-4	1	0	-3	1.3	6	-5	-2	-16	-1
CCOC(=O)CCC(=O)N1CCNC(=O)C1	-11	4	1	6	-0.1	4	-1	-2	-12	-1
COc1ccc(N2CCN(CC(=O)Nc3sccc3C#N)CC2)cc1	2	8	0	2	-0.9	0	1	12	-8	0
CCOC(=O)c1ccc(NC(=O)c2cccc(S(=O)(=O)N3c4ccccc4CC3C)c2)s1 (configuration not stated)	-130	-7	-1	0	0.3	1	-78	11	-5	-1
Oc1ccc(N=Nc2cccc(Cl)c2)cc1C=Nc1ccc(N2CCOCC2)cc1	-2	7	4	-9	-4.2	2	9	5	-1	13
COc1ccc(C2C(C(=O)Nc3ccccc3)=C(C)N=C3SCC(=O)N32)cc1 (configuration not stated)	-82	-34	9	2	-0.3	16	-48	22	3	-1
C[n+]1c(/C=C/c2ccc(O)cc2)ccc2ccccc21	-2	-8	-6	13	-9.9	-9	-5	3	-9	-6

(listing goes on)
SMILES	SIAE inh	mABHD4 FP	PRMT1 inh	NR1D1 modulator	PG9 Ab binder	TCR-CD3 inh	HTRA1 inh	rCAG RNA binder	TDP2 inh	LEDGF integ inh
O=C(CSc1nc(-c2ccccc2Cl)ns1)Nc1ccc2c(c1)OCO2	-2	-7	0	-7	-3.7	4	-4	3	-10	-1
COc1ccccc1C(=O)Nc1ccc2nc(SCC(=O)N(C)C)sc2c1	-3	1	0	8	-1.0	-1	-9	3	8	-7
NC(=O)CSc1nnc(Cn2c(=O)sc3ccccc32)n1CCc1ccccc1	-4	7	1	2	0.7	4	-1	3	5	-2
O=C1CSC(=S)N1N=Cc1ccc(Cl)cc1Cl	-5	14	16	13	-1.5	-12	-2	17	-4	-3
Cc1ccccc1OCc1nnc(SCC(=O)O)n1Cc1ccccc1	1	-4	-2	6	-1.1	6	3	9	7	-1
COc1ccccc1C(=O)NC(C)c1nc2ccccc2[nH]1 (configuration not stated)	-4	-1	-2	-2	-1.7	6	7	-2	-5	1
O=C(N/N=C/c1coc2ccccc2c1=O)c1cc(Br)ccc1O	12	14	-1	0	-3.3	15	18	2	-11	4
O=C(COC(=O)c1c2c(nc3ccccc13)CCCCC2)c1ccc(Cl)s1	-3	-6	0	6	-0.6	4	-18	1	6	2
Cc1cc(Cl)ccc1C(O)c1ncc(-c2ccccc2Cl)[nH]1 (configuration not stated)	-5	-15	-2	1	0.3	-2	.	6	4	-1
Nc1nc2cc(Cl)ccc2n1N	-4	-3	-3	-10	0.5	8	.	3	5	4
CC1(C)C(C(N)=O)C(=O)NC(=O)C1C(N)=O (configuration not stated)	-1	2	-1	2	0.2	1	8	1	2	-2
CCC(C)[C@H](NC(=O)c1cc2cc(Cl)ccc2n1C)C(=O)N1CCC(C(=O)O)CC1 (some centres not stated)	2	2	4	2	0.6	-2	-4	15	-5	-3
C[C@H](CO)N1C[C@H](C)[C@@H](CN(C)S(=O)(=O)c2cccs2)Oc2c(NC(=O)c3ccncc3)cccc2C1=O	2	5	1	-2	-1.5	0	-1	9	5	1
Cc1ccc(C(=O)NNC(=O)c2ccccc2O)cc1S(=O)(=O)N1CCCCC1	1	12	5	-1	0.9	24*	25	17	3	-13
COc1ccc(C(=O)Nc2nnc(S(=O)(=O)Cc3ccc(F)cc3)s2)cc1	4	1	4	2	3.4	8	3	6	-3	2
